Screens (PubChem BioAssay)
LDHA inh: LDHA (human) enzyme inhibition; purified LDHA, NADH/diaphorase-resazurin fluorescence; active compounds read low; activity change, % (values are at about 110 or 230 µM); 0.15% of 480,000 active; AID 1347041; in the data active = activity change below about -30%; inconclusive = mostly about -25% to -30%;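 note: plate controls were DMSO wells for no effect and wells without enzyme for full effect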
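Human LDH5 at 2 nM final in Tris HCl pH 7.4 with 0.06 mM NADH and 0.2 mM pyruvate, reacted 5 minutes at room temperature. Remaining NADH coupled via diaphorase/resazurin; resorufin fluorescence read at 0 and 20 minutes, normalized to enzyme-free and DMSO wells.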
GRP78 ERSR act: ER stress response induction in glioma; U87-MG GRP78 promoter luciferase reporter, 16 h; Potency, µM, for the others: at the highest dose activation, hits mostly activators; 0.02% of 420,000 active; AID 602332; note: potency is the fitted concentration of half-maximal effect; series mostly up to about 76 µM; % of control where 0% means no effect; nearly all actives have a fitted effect of over 35% in size
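Stably transfected U87-MG human glioma cells carrying a GRP78-based luminescent sensor were seeded at 1000 cells/well, pin-dosed with compounds and incubated 16 h. Luciferase reagent was then added, and end-point luminescence was read after 10 min at room temperature.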
D1 PAM: enhances dopamine response at the human D1 receptor. AID 504651. HEK293 TREx D1 cells, calcium flux, dopamine EC20 potentiation. 0.036% of 360,000 active. potentiation, % at 10 µM; in the data active = potentiation above about 30%; note: 0% is about no effect
Vif-A3G inh: Vif-A3G binding inhibition | Q9HC16 | HeLa A3G-eYFP + Vif (tagged APOBEC3G with the HIV-1 protein that degrades it), YFP fluorescence, overnight | 0.076% of 410,000 active | Potency, µM (titrated, usually from 46.1 µM), inactives show at the top dose activity, negative = active, hits mostly inhibitors;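 note: potency is the fitted concentration of half-maximal effect; % is set by controls: 0 for no effect and ±100 for the full control effect; nearly all actives have a fitted effect of over 60% in size; hits raise eYFP signal because A3G escapes Vif-driven loss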
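HeLa cells stably expressing Vif and C-terminally eYFP-tagged A3G, seeded overnight at 37 deg C, then exposed to compound by pintool overnight at 37 deg C. Rise in yellow fluorescence (Ex 488/Em 500-530, Acumen) marks blocked Vif-driven A3G degradation.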
Vif-A3F inh: Vif-A3F binding inhibition. HeLa A3F-eYFP + Vif (tagged APOBEC3F with the HIV-1 protein that degrades it), YFP fluorescence increase. Potency, µM (doses to about 46.1 µM), for inactives: at the top dose activity, negative = active. 0.2% of 390,000 active. AID 602313; note: potency is the fitted concentration of half-maximal effect; % of control where 0% means no effect; nearly all actives have a fitted effect of over 65% in size
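HeLa cells stably expressing A3F-eYFP plus Vif, plated and incubated overnight at 37 deg C, then exposed to compounds overnight at 37 deg C. Blocked degradation read as raised yellow fluorescence (Ex 488/Em 500-530).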
D1 antag: human D1 dopamine receptor antagonism; P21728; HEK293 TREx D1 cells, calcium flux, dopamine EC80; active compounds read low; activity change, negative = inhibition, % at 10 µM; 3.2% of 360,000 active; in the data active = activity change below about -30%; note: % is set by controls: 0 for no effect and ±100 for the full control effect
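Allosteric or orthosteric antagonism assessed as attenuation of the calcium response to EC80 dopamine, added 180 s after compound, in induced HEK293 Trex D1 cells loaded with no-wash calcium dye.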
D1 ag: agonists of human D1 dopamine receptor; HEK293 T-REx D1 cells, calcium flux, agonist mode; 1% of 360,000 active; AID 504660; activation, % at 2 µM; P21728; in the data active = activation above about 30%; note: 0% is about no effect
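Agonism was scored from calcium flux recorded over 180 s (1 read/s) after pintool compound addition, following a 10-cycle baseline. Cells were inducible force-coupled HEK293 TREx D1, plated overnight at 30 C and loaded with no-wash calcium dye.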
RXFP1 agonist: agonists of human relaxin receptor RXFP1; Q9HBX9; HEK293T-RXFP1 cAMP TR-FRET, 30 min; response scale: percent of porcine relaxin response, buffer zero; Potency, µM (titrated, usually from 57.5 µM), for the others: at the highest dose activation, hits mostly activators; 0.3% of 370,000 active; note: potency is the fitted concentration of half-maximal effect; % is set by controls: 0 for no effect and ±100 for the full control effect; nearly all actives have a fitted effect of over 60% in size; many of its hits are not listed in these tables
Target sequence (Q9HBX9 whole entry, looked up): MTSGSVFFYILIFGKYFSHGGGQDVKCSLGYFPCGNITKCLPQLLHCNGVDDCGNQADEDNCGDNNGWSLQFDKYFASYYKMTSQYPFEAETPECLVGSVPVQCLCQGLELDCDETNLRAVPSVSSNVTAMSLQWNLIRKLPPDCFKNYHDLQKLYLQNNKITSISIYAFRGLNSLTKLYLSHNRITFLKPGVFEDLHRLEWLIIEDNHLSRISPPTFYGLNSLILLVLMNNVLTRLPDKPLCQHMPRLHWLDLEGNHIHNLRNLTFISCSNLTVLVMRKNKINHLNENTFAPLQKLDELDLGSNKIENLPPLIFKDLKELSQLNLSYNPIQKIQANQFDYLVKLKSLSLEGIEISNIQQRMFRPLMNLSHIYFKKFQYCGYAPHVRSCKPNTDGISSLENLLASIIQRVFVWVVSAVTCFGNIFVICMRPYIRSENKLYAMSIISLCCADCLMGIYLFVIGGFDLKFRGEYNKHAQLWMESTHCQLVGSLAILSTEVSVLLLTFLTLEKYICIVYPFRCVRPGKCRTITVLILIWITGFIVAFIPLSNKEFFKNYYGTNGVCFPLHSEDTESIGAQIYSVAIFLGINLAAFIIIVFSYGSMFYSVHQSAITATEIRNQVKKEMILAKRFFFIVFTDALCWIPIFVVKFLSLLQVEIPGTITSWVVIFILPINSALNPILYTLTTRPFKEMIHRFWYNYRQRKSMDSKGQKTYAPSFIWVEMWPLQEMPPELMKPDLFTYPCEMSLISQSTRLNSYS
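cAMP rise read by TR-FRET after 30 min, 37C compound exposure (up to 58 uM) in RXFP1-transfected HEK293 cells with Ro 20174 present. EC50 from Hill-equation fits, with 29 nM porcine relaxin as 100% and buffer as basal.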
D2 potentiator: positive allosteric modulators of human D2 dopamine receptor; P14416; HEK293 T-REx D2, calcium flux, EC20 dopamine potentiation; potentiation, % at 10 µM; 0.34% of 340,000 active;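 active = potentiation over 3 SD above the plate norm, cut at about 30% in these data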; note: 0% is about no effect
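Cells plated with tetracycline inducer and held overnight at 30 C; calcium dye loaded 30–90 min at room temperature; baseline taken, compound added and read 180 s; EC20 dopamine then added and read 180 s.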
Numbers without * were called inactive; ? = inconclusive; · = no result given; & = joins results of further samples. Unless noted, calls come from the whole dose curve; as a rule, active = well fitted curve in the direction sought with a large enough effect; inconclusive = small, poorly fitted or top-dose-only effect, or another doubt; inactive = no such curve, though single readings can be large; an effect the other way counts as inactive or inconclusive.

SMILES	LDHA inh	GRP78 ERSR act	D1 PAM	Vif-A3G inh	Vif-A3F inh	D1 antag	D1 ag	RXFP1 agonist	D2 potentiator
CCc1ccc(-c2nn(CC(=O)Nc3ccccc3C)c3c2cnc2ccc(C)cc23)cc1	-1	-2%	-2	0%	1%	-7	1	2.6%	6
CCOc1cc(C2c3c(-c4ccc(Br)cc4)n[nH]c3C(=O)N2c2ccc(Cl)cc2)ccc1O (configuration not stated)	0	?	1	-17%	?	5	2	2.7%	6
COc1ccc(C(=O)OCC(=O)NCC2CCCCC2)c(OC)c1	-6	-4%	-1	0%	-8%	2	1	1.6%	-3
CCOCc1cc(C)[nH]c(=O)c1C#N	-4	-4%	3	5%	0%	-23	1	0.6%	-14
CCCCOc1ccc(OC(=O)c2cccnc2)cc1	5	-4%	-2	1%	3%	-9	2	2.2%	4
CCC1CCCCN1C(=O)CN1C(=O)CSC1=O (configuration not stated)	1	-5%	-6	1%	-1%	-4	3	-1.4%	-2
O=C(NC1CCCCC1)C1CCN(S(=O)(=O)N2CCCCCC2)CC1	-3	-2%	1	3%	-12%	-10	-1	0.2%	-3
CC(=O)Nc1cccc(C(=O)OCc2ccccc2)c1	0	5%	1	1%	3%	-6	-1	-2.3%	4
COc1ccc(-c2n[nH]c3c2C(c2ccc(OC)c(OC)c2)N(c2ccccc2)C3=O)cc1 (configuration not stated)	1	1%	-4	-6%	9%	-6	1	5.6%	-5
CCN(CC)S(=O)(=O)c1cccc(C(=O)NCC2(N3CCOCC3)CCCCC2)c1	-9	-3%	-4	1%	-5%	-7	2	2.4%	3
O=C(CSc1ncn[nH]1)Nc1c(Br)cc([N+](=O)[O-])cc1Br	3	-3%	-5	1%	-2%	7	1	-0.4%	10
CC(=O)OC1CC(c2cc(C(C)(C)C)c(O)c(C(C)(C)C)c2)=NO1 (configuration not stated)	-6	-4%	-7	-22%	-20%	-23	0	-1.4%	-4
CCc1nc2c(cnn2-c2ccc(F)cc2)c(=O)n1-c1ccc(N2CCC(C)CC2)cc1	0	-6%	·	-4%	1%	-11	5	-0.1%	3
CCCOc1ccc(C(=O)N2CCCC2)cc1OC	-5	-6%	-5	1%	-3%	2	-1	0.4%	-3
COCC(=O)OCC(=O)Nc1ccccc1-c1ccccc1	-1	-2%	-1	3%	0%	-9	2	1.4%	-1
Cc1ccnc(SCC(=O)Nc2cc(C)on2)n1	-2	1%	9	1%	0%	-11	9	2.1%	5
Cc1c(NC(=O)C(C)OC(=O)c2cccc(S(=O)(=O)N(C)C)c2)c(=O)n(-c2ccccc2)n1C (configuration not stated)	2	-4%	0	-1%	2%	-10	2	-0.7%	6
CCOc1ccc(/C=N/NC(=O)C2CC2)cc1OC	3	-2%	16	1%	2%	7	6	-0.2%	8
CCOc1cc2[nH]c(=O)n(CCC(=O)N3CCN(c4ccccc4OC)CC3)c(=O)c2cc1OCC	1	-2%	-5	-5%	·	9	1	1.6%	-8
Cn1c(=O)oc2cc(S(=O)(=O)N3CCCCC3)ccc21	-1	-3%	-4	6%	3%	2	2	-0.2%	-26
O=C(Nc1ccc([N+](=O)[O-])cc1)c1ccccc1	-10	6%	-5	0%	3%	-3	15	1.1%	6
O=C(COC(=O)c1ccc(Cl)c(S(=O)(=O)N2CCCC2)c1)NCc1ccccc1	-4	1%	·	-3%	-24%	·	·	·	·
Cc1ccc(-n2nnnc2SCC(N)=O)c(C)c1	-8	0%	2	6%	4%	-6	3	1.0%	4
O=C(NC1CC1)C1=C[C@H](c2ccc(C(F)(F)F)cc2)C[C@H](OCCCCO)O1	-3	-2%	·	1%	-4%	·	·	·	·
Cc1ccccc1NC(=O)c1ccccc1NC(=O)Cc1cccc2ccccc12	-7	-4%	-3	1%	-6%	15	17	0.2%	12

Laid out differently: results already given.
Values run as follows: LDHA inh	GRP78 ERSR act	D1 PAM	Vif-A3G inh	Vif-A3F inh	D1 antag	D1 ag	RXFP1 agonist	D2 potentiator
CCN(CC)S(=O)(=O)c1cccc(C(=O)NCC2(N3CCOCC3)CCCCC2)c1
  -9	-3%	-4	1%	-5%	-7	2	2.4%	3
O=C(CSc1ncn[nH]1)Nc1c(Br)cc([N+](=O)[O-])cc1Br
  3	-3%	-5	1%	-2%	7	1	-0.4%	10

Pulled by structure from the list above:
SMILES	LDHA inh	GRP78 ERSR act	D1 PAM	Vif-A3G inh	Vif-A3F inh	D1 antag	D1 ag	RXFP1 agonist	D2 potentiator
COCC(=O)OCC(=O)Nc1ccccc1-c1ccccc1	-1	-2%	-1	3%	0%	-9	2	1.4%	-1
Cn1c(=O)oc2cc(S(=O)(=O)N3CCCCC3)ccc21	-1	-3%	-4	6%	3%	2	2	-0.2%	-26
CCOc1ccc(/C=N/NC(=O)C2CC2)cc1OC	3	-2%	16	1%	2%	7	6	-0.2%	8
O=C(Nc1ccc([N+](=O)[O-])cc1)c1ccccc1	-10	6%	-5	0%	3%	-3	15	1.1%	6
CCOc1cc(C2c3c(-c4ccc(Br)cc4)n[nH]c3C(=O)N2c2ccc(Cl)cc2)ccc1O (configuration not stated)	0	?	1	-17%	?	5	2	2.7%	6
CC(=O)Nc1cccc(C(=O)OCc2ccccc2)c1	0	5%	1	1%	3%	-6	-1	-2.3%	4
CCC1CCCCN1C(=O)CN1C(=O)CSC1=O (configuration not stated)	1	-5%	-6	1%	-1%	-4	3	-1.4%	-2

New compounds follow
SMILES	LDHA inh	GRP78 ERSR act	D1 PAM	Vif-A3G inh	Vif-A3F inh	D1 antag	D1 ag	RXFP1 agonist	D2 potentiator
CC1CCCN(CCC(=O)Nc2ccc(F)c(F)c2)C1 (configuration not stated)	2	-9%	3	-3%	-3%	10	5	0.6%	-9
C=CCNCCOCCOc1ccccc1-c1ccccc1	-30*	-6%	-2	2%	-13%	-4	0	-2.2%	11
Nc1cc2nsnc2cc1Br	34	-3%	-5	-7%	?	-30	3	6.7%	1
O=C(CSC1=NCCS1)Nc1ccc2ccccc2c1	-12	10%	-7	1%	-3%	-8	1	-0.4%	12
Cc1ccc(NC(=S)N(CCN(C)C)C(C)c2ccco2)cc1Cl (configuration not stated)	-3	0%	-8	2%	-7%	-14	6	-0.3%	-9
COc1ccc(C2C(C#N)=C(N)Oc3n[nH]c(C)c32)cc1Cn1nc(C)c([N+](=O)[O-])c1C (configuration not stated)	-14	-2%	-6	3%	-5%	-18	4	0.8%	-6
COc1ccc(C2C(C#N)=C(N)N(c3cccnc3)C3=C2C(=O)CCC3)cc1Cn1cc([N+](=O)[O-])cn1 (configuration not stated)	15	3%	0	-4%	-3%	9	1	2.3%	-2
CCOC(=O)[C@H]1[C@H]2COc3ccc(C)cc3[C@@H]2N2C(=O)c3ccc(Cl)cc3NC(=O)[C@@]12C	-5	-2%	·	-8%	5%	·	·	·	·
CCOC(=O)NC(=O)C(=CNNc1ncc(C(F)(F)F)cc1Cl)C(=O)NC(=O)OCC	-12	1%	-2	-8%	23%	-12	0	-0.6%	-2
CCN(CC)S(=O)(=O)c1ccc(Cl)c(NC(=O)c2cc(Cl)ccc2Cl)c1	-1	-5%	0	0%	-1%	-10	2	0.2%	-3
O=c1[nH]c(SCc2ccccc2)nc2c1CCCC2	-1	·	-3	·	·	-41*	8	2.6%	1
Cc1ccnc(NS(=O)(=O)c2ccc(NC(=O)CSc3nc(-c4ccccc4)cc(=O)[nH]3)cc2)n1	1	-2%	6	0%	-1%	24	-2	-0.4%	7
Cc1cccc(C(C)(C)C)c1OCCOCCN1CCCC1	-11	0%	8	3%	?	-7	5	2.2%	-14
COc1ccc(S(=O)(=O)N2CCOCC2)cc1NC(=O)CC1CCCC1	-7	-4%	-6	-4%	1%	12	5	4.2%	16
Cc1ccc(NC(=O)Cn2nnc(C(=O)NCCc3ccccc3)c2N)cc1Cl	-7&-7	-4%&-2%	-8&-9	-2%&1%	-3%&-1%	9&-3	3&1	-0.1%&-1.8%	-17&-4
CCOC(=O)C1CCN(C(=O)c2ccc(N(C)S(C)(=O)=O)cc2)CC1	-4	-3%	2	1%	-10%	-2	2	0.8%	-16
COc1ccc(-n2ncc3c(NCCCOC(C)C)ncnc32)cc1	1	-1%	0	2%	0%	4	-2	8.3%	-8
C=CCc1cccc2cc(C(=O)NC3CCCCC3)c(=O)oc12	0	0%	-4	-2%	18%	0	2	1.2%	·
Cc1oc2ccc(O)c(CN(C)C)c2c1C(=O)c1ccccc1	7	9%	0	7%	5%	8	0	-1.1%	7
COCCOC(=O)C1=C(C)NC2=C(C(=O)CC(C)(C)C2)C1c1cccnc1 (configuration not stated)	1	-3%	-3	1%	-2%	1	4	2.8%	7
COc1ccc(C)c2sc(NC(=O)C3CC3)nc12	-6	1%	-4	-7%	-14%	27	3	3.5%	-3
N#CC(C(N)=O)=C1CCCCC1	-4	-3%	-1	0%	1%	4	2	-7.5%	9
Cc1ccc(C(=O)/C=C/c2ccc3c(c2)OCCO3)c(O)c1	-7	4%	2	-11%	0%	-7	2	0.0%	2
Cc1noc(C)c1-c1ccc2ncnc(NCc3ccc(F)c(F)c3)c2c1	-6	·	-4	·	·	-25	131*	·	·
O=C(Cn1c(=O)n(Cc2ccccc2)c(=O)c2sc3ccccc3c21)Nc1ccc(F)cc1	-7	-2%	1	-1%	?	-10	1	26%	-2
Cc1nc2nc(SCC(=O)NCCc3ccc(Cl)cc3)nn2c(C)c1Cc1c(F)cccc1Cl	4	-3%	1	4%	5%	1	-3	-0.1%	11
Cc1cc(NC(=O)CSc2nnc(Nc3ccccc3F)s2)no1	-1	9%	6	-4%	-1%	-20	0	1.5%	-4

An excerpt (hit frequency here may not be typical).
